Bioassay records from PubChem.
aGlu spleen mod: qHTS Assay for Inhibitors and Activators of Human alpha-Glucosidase From Spleen Homogenate; human spleen homogenate, 4-MU-alpha-glucoside fluorescence; Potency, µM (titrated, usually from 79.9 µM), without a hit: top-dose activity change, negative = inhibition, usual class: inhibitors; 0.006% of 240,000 active; active = well fitted inhibition curve with a large enough effect;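 also: 0% = enzyme with vehicle and -100% = no enzyme basal signal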
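Human spleen homogenate (1 ug) incubated with compounds and 1 mM 4-methylumbelliferyl-alpha-D-glucopyranoside in pH 5.0 citrate/phosphate buffer, 37 C, 40 min. Stopped at pH 10; 4-MU fluorescence (Ex 365/Em 440 nm); AC50 by Hill fit.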
* = called active by the depositor. Potency is read from the fitted curve at half-maximal effect. Not all compounds are listed. The share of hits here may be higher or lower than overall.

| compound | aGlu spleen mod |
| --- | --- |
| COc1ccc2cc1Oc1ccc(cc1)CC1c3cc(c(OC)cc3CCN1C)Oc1c(OC)c(OC)c(OC)c3c1C(C2)N(C)CC3 (stereo not drawn) | -8% |
| COC(=O)c1c(C)nc(C)c(C(=O)OC)c1-c1ccccc1[N+](=O)[O-] | -3% |
| O=S(=O)(Nc1cc(O)cc2cccnc12)c1ccc(Br)s1 | 4% |
| CCCCCC/C=C/c1ccc(OC)c(C2C3C=CCC(C)C3C(=O)N2Cc2ccccc2)c1 (stereo not drawn) | 1% |
| NC(N)=NCCC[C@H](NC(=O)c1ccccc1)C(=O)Nc1ccc([N+](=O)[O-])cc1 | 0% |
| COc1cc(OC)cc(C2=Nn3c(nnc3-c3ccccc3OC)SC2)c1 | -7% |
| c1ccc2c(c1)OCCOCCOCCOCCO2 | 10% |
| CC(C)CC(CSc1ccc(Br)cc1)N1CCN(C)CCC1=O (stereo not drawn) | -18% |
| CC(=O)c1ccc(-c2c(C3C4C=CCC(C)C4C(=O)N3Cc3ccccc3)ccc3ccccc23)cc1 (stereo not drawn) | 0% |
| C#CCOc1ccc(C(=O)N(C)c2ccccc2I)cc1 | -6% |
| CC(=O)OCC(NC(=O)C(COCc1ccccc1)NC(=O)OC(C)(C)C)C1OC(n2cc(F)c(=O)[nH]c2=O)C(OC(C)=O)C1OC(C)=O (stereo not drawn) | 1% |
| C/C=C/C(=O)[C@@H](C)[C@@H](/C=C/C[Si](C)(C)C)c1ccccc1 | 1% |

Pulled one by one from the list above:
| compound | aGlu spleen mod |
| --- | --- |
| CC(=O)c1ccc(-c2c(C3C4C=CCC(C)C4C(=O)N3Cc3ccccc3)ccc3ccccc23)cc1 (stereo not drawn) | 0% |
| O=S(=O)(Nc1cc(O)cc2cccnc12)c1ccc(Br)s1 | 4% |
| COc1cc(OC)cc(C2=Nn3c(nnc3-c3ccccc3OC)SC2)c1 | -7% |

Following part
| compound | aGlu spleen mod |
| --- | --- |
| C=CCN(C(C(=O)OC)C(C)C)S(=O)(=O)C=C (stereo not drawn) | -15% |
| COc1ccc(C2/C=C\CN(C(=O)CC(C)(C)C)C(C)C(=O)N2Cc2ccc(F)cc2)cc1 (stereo not drawn) | 1% |
| C/C=C(\C=C\[C@@H](C)C/C=C/CC/C=C/C=C\C[C@@H](OC)/C(C)=C\C=C(C)C)CC(=O)O | 2% |
| COc1ccc(C2CC(O)(c3ccccc3)Oc3c(C)ccc(C(C)C)c32)cc1 (stereo not drawn) | -7% |
| COc1ccc(-c2ccc(OC)c(C3C4C=CCC(C)C4C(=O)N3Cc3ccccc3)c2)cc1 (stereo not drawn) | 2% |
| CCCC/C=C/[C@H](c1ccccc1)[C@H](CO)Cc1ccc([N+](=O)[O-])cc1 | -4% |
| COc1ccc(C2C3C=CCC(c4ccccc4)C3C(=O)N2Cc2ccccc2)cc1Cl (stereo not drawn) | -3% |
| NCCCC[C@H](NC(=O)[C@H](CS)NC(=O)[C@@H](N)Cc1cnc[nH]1)C(=O)N[C@@H](Cc1ccccc1)C(=O)N[C@@H](Cc1c[nH]c2ccccc12)C(=O)N[C@@H](Cc1c[nH]c2ccccc12)C(=O)O | -2% |
| CC1CC=CC2C1C(=O)N(Cc1ccccc1)C2c1ccc(F)c(-c2ccc(N(C)C)cc2)c1 (stereo not drawn) | 1% |
| O=C(O)c1ccccc1Cc1ccccc1 | 1% |
| COc1ccc(C2/C=C\CN(C(=O)c3ccc(C)cc3)C(Cc3ccccc3)C(=O)N2Cc2ccc(F)cc2)cc1 (stereo not drawn) | -1% |
| CCC(C)CC(C)CC(C)C(=O)/C=C(/O)C(C)CC(C)C/C=C/C(C)C(O)C(C)C(O)CC1CCC(C)(C)O1 (stereo not drawn) | 0% |
| CC(O)[C@@H]1NC(=O)[C@H](CCCN)NC(=O)[C@@H](Cc2c[nH]c3ccccc23)NC(=O)[C@H](Cc2ccc(O)cc2)NC(=O)[C@@H](NC(=O)[C@H](N)Cc2ccccc2)CSSC(C)(C)C(C(=O)N[C@H](C(N)=O)[C@@H](C)O)NC1=O (stereo partly drawn) | 0% |
| COc1ccc(C2=Nn3c(nnc3-c3ccc(OC)c(OC)c3)SC2)cc1OC | -3% |
| COc1cc(C(CCN2CCCC(C)C2)c2c(OC)cc(OC)c3c(C)cc(=O)oc23)cc(OC)c1OC (stereo not drawn) | -2% |
| CC[C@H](C)[C@H](NC(=O)[C@H](Cc1ccc(O)cc1)NC(=O)[C@H](Cc1cnc[nH]1)NC(=O)[C@H](CCCNC(=N)N)NC(=O)[C@H](CC(C)C)NC(=O)[C@H](C)NC(=O)[C@H](CO)NC(=O)[C@H](Cc1ccc(O)cc1)NC(=O)[C@H](Cc1ccc(O)cc1)NC(=O)[C@H](CCCNC(=N)N)NC(=O)[C@H](C)NC(=O)[C@H](CCSC)NC(=O)[C@H](CC(=O)O)NC(=O)[C@H](CCC(=O)O)NC(=O)[C@H](C)NC(=O)[C@@H]1CCCN1)C(=O)N[C@@H](CC(N)=O)C(=O)N[C@@H](CC(C)C)C(=O)N[C@H](C(=O)N[C@H](C(=O)N[C@@H](CCCNC(=N)N)C(=O)N[C@@H](CCC(N)=O)C(=O)N[C@@H](CCCNC(=N)N)C(=O)N[C@@H](Cc1ccc(O)cc1)C(N)=O)[C@@H](C)O)[C@@H](C)CC | -3% |
| COC(=O)CN1C(=O)[C@@H]2[C@H](C1=O)[C@@H]1CC(C(=O)OC)=C[C@@H](C(=O)OC)C3C1=C(C(=O)C31CCCCC1)[C@@H]2C (stereo partly drawn) | 4% |
| Cc1noc(C)c1-c1ccc2ncnc(NCc3ccc(C(F)(F)F)o3)c2c1 | 2% |
| Cc1noc(C)c1-c1ccc2ncnc(NCc3ccccc3C(F)(F)F)c2c1 | 2% |
| CC(=O)OCC(NC(=O)C(COCc1ccccc1)NC(=O)OC(C)(C)C)C1OC(n2ccc(=O)[nH]c2=O)C(OC(C)=O)C1OC(C)=O (stereo not drawn) | -11% |
| CC(C)CN1CCC(=O)N(C(CSc2ccc(Br)cc2)c2ccccc2)CC1 (stereo not drawn) | -6% |
| CCCCCCCC/C=C\CCCCCCCCCCCC(=O)O | -6% |
| COc1ccc(OC)c(C2=Nn3c(nnc3-c3ccccc3C)SC2)c1 | 1% |
| CCCCc1nn(-c2ccccc2C(F)(F)F)c(=O)n1Cc1ccc(-c2ccccc2S(=O)(=O)NC(=O)c2sccc2C)cc1 | -3% |
| COc1ccc2cc(C#N)c(=O)oc2c1 | 28% |
| CNC(=O)C1(C(F)(F)F)CC(CCCO)CCCO1 (stereo not drawn) | 7% |
| CC12CCC=CC1C(c1ccc(F)c(/C=C/c3ccccc3)c1)N(Cc1ccccc1)C2=O (stereo not drawn) | -3% |
| CC[C@H](C)[C@H](NC(=O)[C@H](C)NC(=O)[C@H](CC(=O)O)NC(=O)[C@H](CO)NC(=O)[C@@H](N)Cc1cnc[nH]1)C(=O)N[C@@H](Cc1ccccc1)C(=O)N[C@H](C(=O)N[C@@H](CCC(N)=O)C(=O)N[C@@H](CCC(N)=O)C(=O)N[C@@H](Cc1ccc(O)cc1)C(=O)N[C@@H](CO)C(=O)N[C@@H](CCCCN)C(=O)N[C@@H](CC(C)C)C(=O)N[C@@H](CC(C)C)C(=O)N[C@@H](C)C(=O)N[C@@H](CCCCN)C(=O)N[C@@H](CC(C)C)C(=O)N[C@@H](C)C(=O)N[C@@H](CC(C)C)C(=O)N[C@@H](CCC(N)=O)C(=O)N[C@@H](CCCCN)C(=O)N[C@@H](Cc1ccc(O)cc1)C(=O)N[C@@H](CC(C)C)C(=O)N[C@@H](C)C(=O)N[C@@H](CO)C(=O)N[C@H](C(=O)N[C@@H](CC(C)C)C(=O)NCC(=O)N[C@@H](CO)C(=O)N[C@@H](CCCNC(=N)N)C(=O)N[C@H](C(=O)N[C@@H](CO)C(=O)N1CCC[C@H]1C(=O)N1CCC[C@H]1C(=O)N1CCC[C@H]1C(N)=O)[C@@H](C)O)[C@@H](C)CC)[C@@H](C)O | 3% |
| CCCC[C@H](NC(=O)[C@H](CO)NC(=O)[C@H](Cc1ccc(O)cc1)NC(=O)[C@H](CO)NC(C)=O)C(=O)N[C@@H](CCC(=O)O)C(=O)N[C@@H](Cc1cnc[nH]1)C(=O)N[C@H](Cc1ccccc1)C(=O)N[C@@H](CCCNC(=N)N)C(=O)N[C@@H](Cc1c[nH]c2ccccc12)C(=O)NCC(=O)N[C@@H](CCCCN)C(=O)N1CCC[C@H]1C(=O)N[C@H](C(N)=O)C(C)C | 10% |
| CC(=O)OCC(NC(=O)C(Cc1ccccc1)NC(=O)OC(C)(C)C)C1OC(n2cc(C)c(=O)[nH]c2=O)C(OC(C)=O)C1OC(C)=O (stereo not drawn) | 1% |
| CC[C@H](C)[C@H](NC(=O)[C@H](N)Cc1ccc(O)cc1)C(=O)N[C@@H](CC(N)=O)C(=O)N[C@@H](CC(C)C)C(=O)N[C@H](C(=O)N[C@@H](C(=O)N[C@@H](CCCN=C(N)N)C(=O)N[C@@H](CCC(N)=O)C(=O)N[C@@H](CCCN=C(N)N)C(=O)N[C@H](Cc1ccc(O)cc1)C(N)=O)[C@@H](C)O)[C@@H](C)CC | 2% |
| CC12CCC=CC1C(c1ccc(F)c(Br)c1)N(Cc1ccccc1)C2=O (stereo not drawn) | -1% |
| CS(=O)(=O)c1ccc(CNC(=O)C2(C(F)(F)F)CC(CCCO)CCCO2)cc1 (stereo not drawn) | -6% |
| COc1ccc2[nH]c3c(C)c4cc[n+](C)cc4c(C)c3c2c1 | 3% |
| O=S1(=O)C2CC3CCC2(CN1Cc1ccccc1)O3 (stereo not drawn) | -10% |
| CC[C@H](C)[C@H](NC(=O)[C@H](CO)NC(=O)[C@H](CC(C)C)NC(=O)[C@H](CO)NC(=O)[C@@H]1CCCN1C(=O)[C@H](CC(N)=O)NC(=O)[C@@H](N)CC(=O)O)C(=O)N[C@@H](CC(=O)O)C(=O)N[C@@H](CC(C)C)C(=O)N[C@H](C(=O)N[C@@H](Cc1ccccc1)C(=O)N[C@@H](Cc1cnc[nH]1)C(=O)N[C@@H](CC(C)C)C(=O)N[C@@H](CC(C)C)C(=O)N[C@@H](CCCNC(=N)N)C(=O)N[C@H](C(=O)N[C@@H](CC(C)C)C(=O)N[C@@H](CC(C)C)C(=O)N[C@@H](CCC(=O)O)C(=O)N[C@@H](CC(C)C)C(=O)N[C@@H](C)C(=O)N[C@@H](CCCNC(=N)N)C(=O)N[C@H](C(=O)N[C@@H](CCC(N)=O)C(=O)N[C@@H](CO)C(=O)N[C@@H](CCC(N)=O)C(=O)N[C@@H](CCCNC(=N)N)C(=O)N[C@@H](CCC(=O)O)C(=O)N[C@@H](CCCNC(=N)N)C(=O)N[C@@H](C)C(=O)N[C@@H](CCC(=O)O)C(=O)N[C@@H](CCC(N)=O)C(=O)N[C@@H](CC(N)=O)C(=O)N[C@@H](CCCNC(=N)N)C(=O)N[C@H](C(=O)N[C@H](C(=O)N[C@@H](Cc1ccccc1)C(=O)N[C@@H](CC(=O)O)C(=O)N[C@@H](CO)C(=O)N[C@H](C(N)=O)C(C)C)[C@@H](C)CC)[C@@H](C)CC)[C@@H](C)O)[C@@H](C)O)[C@@H](C)O | 7% |
| COCCNC(=O)C1(C(F)(F)F)C/C(=C\Cc2ccccc2)CCCO1 (stereo not drawn) | 5% |
| CCCC[C@H](NC(C)=O)C(=O)N[C@@H](CCC(=O)O)C(=O)N[C@@H](Cc1cnc[nH]1)C(=O)N[C@H](Cc1ccccc1)C(=O)N[C@@H](CCCN=C(N)N)C(=O)N[C@H](Cc1c[nH]c2ccccc12)C(=O)NCC(N)=O | 3% |

6 structures from above, ordered by SMILES length, smallest number first:
| compound | aGlu spleen mod |
| --- | --- |
| COc1ccc2cc(C#N)c(=O)oc2c1 | 28% |
| O=S1(=O)C2CC3CCC2(CN1Cc1ccccc1)O3 (stereo not drawn) | -10% |
| COCCNC(=O)C1(C(F)(F)F)C/C(=C\Cc2ccccc2)CCCO1 (stereo not drawn) | 5% |
| CS(=O)(=O)c1ccc(CNC(=O)C2(C(F)(F)F)CC(CCCO)CCCO2)cc1 (stereo not drawn) | -6% |
| CC(=O)OCC(NC(=O)C(Cc1ccccc1)NC(=O)OC(C)(C)C)C1OC(n2cc(C)c(=O)[nH]c2=O)C(OC(C)=O)C1OC(C)=O (stereo not drawn) | 1% |
| CC[C@H](C)[C@H](NC(=O)[C@H](N)Cc1ccc(O)cc1)C(=O)N[C@@H](CC(N)=O)C(=O)N[C@@H](CC(C)C)C(=O)N[C@H](C(=O)N[C@@H](C(=O)N[C@@H](CCCN=C(N)N)C(=O)N[C@@H](CCC(N)=O)C(=O)N[C@@H](CCCN=C(N)N)C(=O)N[C@H](Cc1ccc(O)cc1)C(N)=O)[C@@H](C)O)[C@@H](C)CC | 2% |
